Assay outcomes: PubChem, several laboratories
Ins promoter up = MIN6 insulin promoter up-regulation | MIN6 insulin promoter-GFP reporter, high-content imaging; hits give high values | z-score at 5 µM | 190,000 tested, 0.3% active | AID 1625;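 active means z-score above 3 at 5 µM with at least 500 cells counted in the well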
Dynein cargo inh = dynein cargo transport inhibition | 3617.4 mouse cells, GR-EGFP nuclear translocation imaging; test concentration mostly 20 µM; stimulated with dexamethasone, 1 µM; hits give low values | z-score, hits read low | 220,000 tested, 0.47% active;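 active means plate z-score of nuclear minus cytoplasmic receptor signal below a set negative limit, without overly bright fluorescence or cell loss, cut at about -3.5 in these data, passing the limit was not always enough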;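 further: z-score of nuclear minus cytoplasmic ring GR-EGFP intensity difference per well; some compounds called inactive have numbers as strong as hits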
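medium = tetracycline-free induction medium containing charcoal-stripped FBS | also added = 1.0 µM final dexamethasone stimulus | schedule = 48 h induction, 1 h compound, 30 min dex at 37 °C | technique = fixed, Hoechst-stained cells imaged at 10x for EGFP | measure = GR-EGFP nuclear translocation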
Autophagy HCS = modulators of autophagy; 190,000 tested, 0.98% active; MEF GFP-LC3 puncta imaging; test concentration mostly 10 µM; calls only at 10 µM (by protocol); AID 463193;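 active means percentage of spot-positive cells more than 3 SD above its plate mean, without a fluorescence outlier flag or 80% toxicity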;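 further: spot-positive cell cutoff set from DMSO-treated cells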
NOD1 inhibition = inhibition of NOD1-driven NF-kB reporter – cell-based, luminescence, uHTS, primary screen (AID 1578). 290,000 tested, 1% active. one-dose inhibition, % at 4 µM; EC50 in µM for titrated hits. NOD1-driven NF-kB luciferase reporter cells, luminescence; higher % means a stronger effect; in the data active means inhibition mostly above about 36%, no sharp cut-off; inactive means mostly below about 34%;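 further: HEK-293T reporter cells stimulated with the NOD1 agonist gamma-tri-DAP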
MT stabilize HCS = stabilizes microtubules in HeLa cells | HeLa tubulin immunostaining HCS, 24 h; share of cells brighter than vehicle mean+2SD | % tubulin-high responders, % at 10 µM | 200,000 tested, 0.83% active | AID 2205;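 active means plate Z-score above 3 for both tubulin-high and condensed-nucleus cell shares, with cell loss under 80%, at 10 µM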;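 further: anti alpha tubulin signal scored within the nucleus-defined area of each cell; some results filed as inactive read as strong as hits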
Yfh1-depleted yeast = mitochondrial function rescue without frataxin homolog – Friedreich's ataxia, plus single-dose screen, dose response (AID 1465); S. cerevisiae Yfh1-off respiration, WST-1 reduction, 72 h; higher fold induction means a stronger effect; fold induction at 50 µM, or EC50 in µM where a hit was titrated; 220,000 tested, 0.074% active;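 active means fold induction of absorbance versus untreated yeast above a set limit, then at least 30% activation at any dose in follow-up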;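 further: activators that raise dye reduction in frataxin-depleted yeast; strong numbers were not always called active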
M17LAP inhibition = P. falciparum M17LAP inhibitors, primary screen, biochemical, fluorogenic H-Leu-NHMec substrate, 1536-well (AID 1619); recombinant M17LAP, H-Leu-NHMec fluorogenic kinetic assay; higher % means a stronger effect; inhibition, % at 30 µM; hits with a dose series show IC50 in µM; 220,000 tested, 0.38% active;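 active means compound inhibiting the enzyme by more than half at any dose during confirmatory dose-response retesting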;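 further: plate controls were full reaction with DMSO carrier for no effect and no enzyme background for full effect; strong numbers were not always called active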
bCat nuc transl = beta-catenin nuclear translocation modulation. HeLa beta-catenin nuclear translocation, immunofluorescence imaging. nuclear translocation activity, % at 5 µM. 190,000 tested, 0.3% active. AID 1665;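 active means nuclear translocation activity above 50% at 5 µM, with a well cell count of 50 or more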;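 further: per-cell ratio of nuclear to cytoplasmic median beta-catenin stain intensity; plate controls were DMSO negative control for no effect and GSK-3 inhibitor IX positive control for full effect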
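assay system = human HeLa cells, endogenous beta-catenin | times = compound treatment 24 h, 37°C, 5% CO2 | detection = Anti-beta-catenin immunofluorescence on PFA-fixed, Triton-permeabilized cells, DAPI nuclei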
NOD2 inhibition = inhibition of NOD2-driven NF-kB reporter – cell-based, luminescence, uHTS, HEK293 (AID 1566); HEK293 NOD2/NF-kB luciferase reporter, luminescence; higher % means a stronger effect; 290,000 tested, 0.63% active; inhibition, % at 4 µM, or EC50 in µM where a hit was titrated; in the data active means inhibition above about 50%; further: many of its hits are not listed in these tables
Dynein cargo inh cytoplasmic EGFP = second read-out of Dynein cargo inh, no call of its own (marks repeat the call); z-score; measured here: cytoplasmic GR-EGFP intensity; hits give high values
Dynein cargo inh nuclear GR-EGFP = recorded beside Dynein cargo inh, whose call it bears; z-score; measured here: nuclear GR-EGFP intensity;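 lower value marks the stronger effect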
Dynein cargo inh cell count = second read-out of Dynein cargo inh, no call of its own (marks repeat the call); z-score; measured here: cell count per field
Ins promoter up cell count = second read-out of Ins promoter up, no call of its own (marks repeat the call); cell count; measured here: cytotoxicity, nuclei count;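 total cells summed across four imaged fields per well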
bCat nuc transl cell count 5 µM = recorded beside bCat nuc transl, whose call it bears; cell count; measured here: cell count, cytotoxicity flag
MT stabilize HCS Hoechst-high % = also measured in MT stabilize HCS; calls as there; % Hoechst-high responders; measured here: nuclear condensation Hoechst responders;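 share of cells brighter than vehicle mean plus two SD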
MT stabilize HCS cytotoxicity % = second read-out of MT stabilize HCS, no call of its own (marks repeat the call); toxicity, %; measured here: cytotoxicity by cell density;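 0% = mean cell density of plate MIN control wells and 100% = no cells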
Autophagy HCS cell loss 18 h = second read-out of Autophagy HCS, no call of its own (marks repeat the call); toxicity, %; measured here: cell loss, nuclei count;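 cell loss after 18 h compound exposure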
Active calls of the source: *; i = inactive; . = not tested or not shown; + = active, no number; & = joins results of further samples. These rows are one share of the data; rates above refer to the full screens.

Molecule	M17LAP inhibition	Ins promoter up	Ins promoter up cell count	MT stabilize HCS Hoechst-high %	Dynein cargo inh cytoplasmic EGFP	MT stabilize HCS	Dynein cargo inh	Dynein cargo inh nuclear GR-EGFP	Autophagy HCS	NOD1 inhibition	Dynein cargo inh cell count	NOD2 inhibition	Autophagy HCS cell loss 18 h	Yfh1-depleted yeast	MT stabilize HCS cytotoxicity %	bCat nuc transl	bCat nuc transl cell count 5 µM
Cc1ccc(-n2nc(C)c(=O)c(-c3ccccc3)c2NC(=O)c2cccs2)cc1	4%	-0.89	1175	.	-0.25	.	-1.1	-0.5	.	4%	0.83	22%	.	i	.	-0.3	1294
COc1cc2c(cc1OC)C(C)N(C(=O)Cn1ncc3c1-c1cc(C)ccc1OC3)CC2 (stereo not given)	18%	-0.42	1908	2.1	-0.22	6.1	0.18	0.1	.	1%	-0.16	14%	.	i	5.7	-1.8	1119
CC(C)OC(=O)c1nnn(-c2nonc2N)c1CN1CCCCCC1	-7%	0.13	1701	2.7	-0.17	6.1	-0.62	-0.1	i	-13%	-0.044	-20%	-5	i	12	-2.0	1101
O=C(COc1ccc2c(c1)C(=O)CC1(CCCCC1)O2)NCc1ccccc1	-6%	-1.2	1249	2.9	-0.26	4.0	-0.47	-0.13	i	8%	0.1	13%	-2	i	7.3	-3.2	980
CCSc1nnc2n(-c3ccc(OC)cc3)c(=O)c3c4c(sc3n12)CCCC4	-2%	-0.19	959	1.9	-0.24	2.7	-0.55	-0.34	i	-13%	0.54	-3%	1	i	1.1	-2.2	1224
CCCC(C)NC(=S)Nc1cc(C)cc(C)c1 (stereo not given)	-5%	-2.2	1418	0.9	-0.26	3.2	1.1	0.76	i	-38%	-0.75	-9%	24	i	5.4	-4.4	1098
COC(=O)c1cnc(Oc2c(Cl)cc(N)cc2Cl)cc1C(F)(F)F	.	-0.1	1144	.	-0.24	.	-1.4	-0.15	.	-8%	0.98	9%	.	.	.	1.0	1262
Cc1cccc(/C(N)=N/OC(=O)c2ccc3c(c2)OCO3)c1	12%	-0.33	1406	2.1	-0.2	2.2	-0.19	0.2	i	-33%	0.4	-128%	0	i	9.2	-0.4	1159
O=C1CC(c2ccccc2)NC(=O)N1 (stereo not given)	11%	-0.06	1405	2.8	-0.2	4.5	-1.1	-0.4	i	5%	0.29	-16%	11	i	4.1	0.7	958
COc1ccc(OC)c(-n2nnnc2SCC(=O)Nc2nc(C)c(C)s2)c1	18%	1.5	717	3.1	-0.22	3.0	-0.36	0.077	i	6%	0.043	-21%	1	i	9.7	-5.3	1071
CCN(CC)c1ccc(/C=N/N=C(N)N)c(O)c1	13%	1.2	908	35	-0.097	6.9	1.9	1.7	+	-43%	-1.8	-12%	73*	i	44	77*	227*
O=C(CCSc1ccccc1)Nc1ncccn1	-4%	-0.14	1799	2.4	-0.25	2.8	-0.06	-0.13	i	-22%	-0.18	-8%	34	i	6.6	0.2	1097
COCCNc1ncnc2c1cnn2-c1ccc(Cl)cc1	3%	.	.	2.2	-0.39	3.5	0.18	0.021	i	-33%	0.4	-87%	3	i	5.7	-4.5	1327
CCN(CC)CCP(=O)(c1ccccc1)c1ccccc1	-1%	.	.	2.2	-0.2	3.2	-0.22	-0.29	i	-8%	0.9	0%	0	i	6.1	.	.
CCOc1cc2[nH]c(=O)n(CCCCC(=O)NCc3ccco3)c(=O)c2cc1OCC	7%	.	.	1.9	-0.15	1.7	-1.3	-0.32	i	-2%	0.67	12%	20	i	4.5	2.5	483
O=C(c1cc(Cl)ccc1[N+](=O)[O-])n1cnc2ccccc21	2%	0.48	1231	1.8	-0.096	3.4	-0.92	-0.25	i	16%	-0.29	6%	-11	i	6.0	-2.9	1029
O=C(C1=C[C@@H](C2CCCCC2)C[C@@H](OCc2ccc(CO)cc2)O1)N1CCN(Cc2ccccc2)CC1	3%	-0.13	1156	2.7	-0.29	3.1	-0.31	0.11	i	-10%	-0.15	-7%	-5	i	6.3	-1.8	1074
COc1ccc(C2c3c(ncn(CCCO)c3=N)Oc3ccc4ccccc4c32)cc1OC (stereo not given)	5%	-0.36	919	.	-0.15	.	0.36	0.086	.	-3%	0.4	-26%	.	i	.	0.3	1340
CCOC(=O)c1[nH]c2ccc(OC)cc2c1NC(=S)N1CCN(C(=O)OCC)CC1	2%	-0.08	1250	2.0	-0.13	3.3	0.69	-0.19	i	0%	-1.2	7%	8	i	4.9	-0.4	1090
O=C(CN1CCN(c2nc(-c3ccc(Cl)cc3)cs2)CC1)NCc1ccco1	11%	0.78	1916	3.9	-0.16	3.4	-1	-0.15	i	-27%	-0.4	-15%	-5	i	23	-1.1	1104

Ordered by SMILES length (rising): some entries from above.
Molecule	M17LAP inhibition	Ins promoter up	Ins promoter up cell count	MT stabilize HCS Hoechst-high %	Dynein cargo inh cytoplasmic EGFP	MT stabilize HCS	Dynein cargo inh	Dynein cargo inh nuclear GR-EGFP	Autophagy HCS	NOD1 inhibition	Dynein cargo inh cell count	NOD2 inhibition	Autophagy HCS cell loss 18 h	Yfh1-depleted yeast	MT stabilize HCS cytotoxicity %	bCat nuc transl	bCat nuc transl cell count 5 µM
CCCC(C)NC(=S)Nc1cc(C)cc(C)c1 (stereo not given)	-5%	-2.2	1418	0.9	-0.26	3.2	1.1	0.76	i	-38%	-0.75	-9%	24	i	5.4	-4.4	1098
CCN(CC)CCP(=O)(c1ccccc1)c1ccccc1	-1%	.	.	2.2	-0.2	3.2	-0.22	-0.29	i	-8%	0.9	0%	0	i	6.1	.	.
COc1ccc(OC)c(-n2nnnc2SCC(=O)Nc2nc(C)c(C)s2)c1	18%	1.5	717	3.1	-0.22	3.0	-0.36	0.077	i	6%	0.043	-21%	1	i	9.7	-5.3	1071

More results follow:
Molecule	M17LAP inhibition	Ins promoter up	Ins promoter up cell count	MT stabilize HCS Hoechst-high %	Dynein cargo inh cytoplasmic EGFP	MT stabilize HCS	Dynein cargo inh	Dynein cargo inh nuclear GR-EGFP	Autophagy HCS	NOD1 inhibition	Dynein cargo inh cell count	NOD2 inhibition	Autophagy HCS cell loss 18 h	Yfh1-depleted yeast	MT stabilize HCS cytotoxicity %	bCat nuc transl	bCat nuc transl cell count 5 µM
Fc1ccc([C@@H]2CCNC[C@H]2COc2ccc3c(c2)OCO3)cc1	-1%	-0.19	1088	.	.	.	.	.	.	-13%	.	-41%	.	i	.	0.8	964
COCCn1c(C)cc(C(=O)CSc2ncn[nH]2)c1C	52%	.	.	4.5	-0.19	2.3	-0.31	0.036	i	-28%	0.5	-19%	4	i	11	.	.
CC1=C(C(=O)OC2CCCCC2)C(c2ccc(C)o2)C2=C(CCCC2=O)N1 (stereo not given)	-1%	1.9	1018	3.5	0.0013	5.0	0.077	0.25	i	7%	-0.65	4%	-9	i	5.0	-0.5	1156
O=C(O)/C=C/C(=O)Nc1ccc(OC(F)(F)F)cc1Br	-4%	-0.05	1403	.	-0.22	.	0.49	0.24	.	-4%	-0.55	-14%	.	i	.	-2.8	1127
CC(=O)c1cccc(NC(=S)NC(=O)c2ccccc2)c1	-3%	0	1227	2.2	-0.23	2.7	0.85	0.54	i	-36%	-0.055	-46%	0	i	4.4	1.7	482
CCOC(=O)CN(C(=O)CNC(=O)c1ccco1)C(C(=O)NC1CCCCC1)c1cccc(OC)c1 (stereo not given)	15%	-0.44	1125	.	.	.	.	.	.	-34%	.	-4%	.	i	.	-5.5	1250
Cc1onc(-c2c(F)cccc2Cl)c1C(=O)Nc1cccc2nsnc12	10%	0.41	1494	1.5	1	2.6	-0.053	0.62	i	28%	-0.52	10%	9	i	10	-2.1	953
O=C1NCCc2c1[nH]c1ccccc21	-7%&-6%	0.58&-0.66	1104&1530	2.0	-0.22&-0.21	4.1	1.7&-0.44	0.65&-0.85	i	-8%&10%	-1.4&-0.29	-4%&7%	-3	i	16	2.7&4.2	1099&1093
CSc1nc2ccc(NC(=O)c3cc4ccccc4o3)cc2s1	3%	-1.1	1471	2.4	-0.22	3.5	0.19	0.005	i	-32%	0.2	-98%	11	i	7.3	0.0	1144
NNC(=O)c1ccc(COc2ccc3ccccc3c2)cc1	2%	0.54	927	.	-0.22	.	-0.24	0.74	.	2%	-0.53	-50%	.	i	.	-0.9	1346
O=C(CSc1ccc(Cl)cc1)N1CCC(c2nc3ccccc3s2)CC1	1%	.	.	1.8	-0.17	1.8	-0.15	0.27	i	59%	0.089	29%	38	i	8.4	.	.
O=C1CCCc2ccccc2N1Cc1ccccc1	-2%	-0.05	1594	3.6	-0.31	3.9	-0.64	0.18	i	-19%	0.75	17%	-2	i	8.2	-1.5	925
CCN(CC)C(=O)c1cncc(C(=O)N(CC)CC)c1-c1ccccc1	-1%	1.2	1237	2.7	-0.23	3.4	-1.1	-0.36	i	8%	0.49	-32%	-6	i	7.4	0.0	999
